MITF TRPM1 inh: reduces MITF-dependent TRPM1 promoter luciferase signal. 330,000 tested, 0.83% active. SK-MEL-5 TRPM1 promoter luciferase, 24 h. inhibition, % at 12.5 µM. AID 488899;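 active = mean inhibition across replicates of 60% or more, whatever share of single replicates reaches that level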; note: values of inactives mirror those of a sister screen read the other way
PDI turbidity: blocks human protein disulfide isomerase activity | 350,000 tested, 0.052% active | PDI insulin aggregation turbidity, A650, 90 min | P07237 | AID 588391 | inhibition, % at 10 µM;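 active = mean inhibition across replicates of 30% or more, whatever share of single replicates reach that level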;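 note: absorbance from insulin aggregation driven by PDI reduction with DTT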
Target sequence (P07237 whole entry, looked up): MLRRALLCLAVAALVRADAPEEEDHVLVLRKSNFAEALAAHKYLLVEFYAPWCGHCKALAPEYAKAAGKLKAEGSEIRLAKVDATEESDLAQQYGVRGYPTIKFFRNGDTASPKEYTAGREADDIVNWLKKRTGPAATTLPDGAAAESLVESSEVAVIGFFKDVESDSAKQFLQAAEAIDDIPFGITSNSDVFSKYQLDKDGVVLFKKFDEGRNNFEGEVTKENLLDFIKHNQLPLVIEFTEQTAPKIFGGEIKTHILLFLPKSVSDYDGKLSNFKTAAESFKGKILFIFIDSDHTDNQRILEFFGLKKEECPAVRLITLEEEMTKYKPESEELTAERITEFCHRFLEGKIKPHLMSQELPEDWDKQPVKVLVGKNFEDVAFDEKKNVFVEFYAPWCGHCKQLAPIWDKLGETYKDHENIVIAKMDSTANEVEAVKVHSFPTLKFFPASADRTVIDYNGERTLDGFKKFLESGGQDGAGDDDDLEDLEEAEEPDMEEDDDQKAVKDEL
Vif imaging: inhibitors of HIV Vif. inhibition, % at 7.49 µM. HEK293T cells, Vif self-association by quenched fluorescence, imaging, 24 h. AID 602346. 340,000 tested, 0.35% active; in the data active = inhibition above about 50%, passing the limit was not always enough; note: some results filed as inactive read as strong as hits
Peg3 promoter: Peg3 promoter activity inhibition; HeLa PEG-Prom luciferase reporter, luminescence, overnight; inhibition, % at 20 µM; 360,000 tested, 1.7% active; AID 588405;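 active = inhibition of at least 50% at 20 µM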
NR2E3 ag-1: human photoreceptor-specific nuclear receptor agonism | CHO-S Gal4-NCOR/VP16-NR2E3 two-hybrid, luciferase | Q9Y5X4 | 360,000 tested, 0.35% active | AID 602229 | inhibition of corepressor binding, % at 3.98 µM;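 active = inhibition above the mean of all tested compounds plus 3 SD, cut at about 70% in these data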;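 note: 0% = DMSO with NR2E3 transfected cells and 100% = cells lacking NR2E3 construct; higher means lower luciferase signal from less NR2E3 corepressor binding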
Target sequence (Q9Y5X4 whole entry, looked up, the tested form may be a part): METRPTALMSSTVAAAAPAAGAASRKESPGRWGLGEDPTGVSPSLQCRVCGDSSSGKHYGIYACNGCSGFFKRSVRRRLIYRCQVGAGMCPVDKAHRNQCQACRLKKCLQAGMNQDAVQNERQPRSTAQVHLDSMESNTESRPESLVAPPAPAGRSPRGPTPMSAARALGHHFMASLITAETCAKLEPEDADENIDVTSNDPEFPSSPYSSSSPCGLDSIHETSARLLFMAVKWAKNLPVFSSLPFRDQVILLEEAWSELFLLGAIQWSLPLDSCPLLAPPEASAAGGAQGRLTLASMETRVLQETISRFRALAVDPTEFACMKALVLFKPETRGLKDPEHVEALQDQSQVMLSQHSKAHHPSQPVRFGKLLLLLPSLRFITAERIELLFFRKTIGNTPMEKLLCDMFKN
hiPSC survival: hiPSC single-cell survival enhancement; 360,000 tested, 0.044% active; ATPlite luminescence; 100% = ROCK inhibitor wells, 0% = DMSO; survival enhancement, % at 20 µM; in the data active = survival enhancement above about 18%;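 note: cells exposed to compounds for 16 hours before the ATP read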
HIF-2a block: HIF-2a inhibition; AID 624352; inhibition, % at 18.8 µM; 360,000 tested, 0.72% active; 786-0 RCC cells HIF-2a reporter, luciferase luminescence, overnight;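 active = inhibition of the luminescence signal of 40% or more relative to plate controls, in a single-dose primary screen at 18.75 µM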
CaV13 FRET inh: Primary screen for inhibitors of IQ motif and Ca2+-dependent inactivation inhibitor domain binding in CACNA1D, Förster resonance energy transfer in living cells, …; 340,000 tested, 0.098% active; AID 743397; HEK cells, CFP/YFP FRET ICDI-IQ, plate reader, 10 min; percent FRET-ratio fall versus neutral wells; inhibition, % at 12.3 µM;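 active = mean replicate inhibition of at least 30% and at least 1% of replicates passing that level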;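 note: 0% = median of the neutral control wells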
NR2E3 ag-2: NR2E3 (human) agonism; AID 2300; 320,000 tested, 0.12% active; inhibition of corepressor binding, % at 4.78 µM; GST-NR2E3/biotin-RetCOR TR-FRET, 1536-well; Q9Y5X4;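 active = percent inhibition above the cutoff of mean plus 3 SD of all tested compounds, set per screening campaign, cut at about 20% in these data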;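 note: 0% = DMSO wells and 100% = biotin wells as full block of FRET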
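Material: NR2E3–RetCOR corepressor complex | Quantity: 1.35 nM GST-tagged NR2E3 final | Schedule: 5 h at 4 °C | Replication: Singlicate compound wells | Reagent: RetCOR corepressor, biotinylated, 7 nM | Controls: Biotin wells as high control, 0.6% DMSO wells as low control | Signal: TR-FRET, Eu(K)-anti-GST donor, streptavidin-D2 acceptor, ex 340, em 617/671 nm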
Granule exo inh: lytic granule exocytosis inhibition | 360,000 tested, 0.66% active | TALL-104 LAMP-1 surface exposure, flow cytometry; cells stimulated with thapsigargin and PMA | inhibition, % at 10 µM;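 active = inhibition above about 55%, limit read from the data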
aDG glyco act: increases alpha dystroglycan glycosylation. Pro5-aDG cells, alpha-DG glycosylation AlphaScreen (IIH6); 0% Pro5, 100% B10-LARGE cell signal. activation, % at 10 µM. 360,000 tested, 0.22% active;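 active = activation of at least 8% versus controls, or a plate z-score of at least 8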;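 note: Pro5 are CHO cells carrying HIG-tagged alpha-DG that lacks glycosylation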
* hit, by the source's call; / = no result given; & = joins results of further samples. Not a hit list; overall some 3.5% were active at least once.

no.	canonical_smiles	MITF TRPM1 inh	PDI turbidity	Vif imaging	Peg3 promoter	NR2E3 ag-1	hiPSC survival
1	O=C(NCc1ccco1)c1cc(-c2cccnc2)nc2ccc(Cl)cc12	-6	3	10	-4	-27	0.7
2	CC(=O)Cc1nsc(NC(=O)c2ccc(F)cc2)n1	-15	2	-14	-6	6	-0.4
3	CC1C(=O)C(C)C(c2ccc([N+](=O)[O-])cc2)NC1c1ccc([N+](=O)[O-])cc1 (configuration not stated)	-2	2	0	12	8	0.6
4	CCCCNC(=O)CNC(=O)c1nn(-c2ccc(OC)c(OC)c2)c(=O)c2ccccc12	/	-7	-1	10	-3	-0.3
5	O=C(Cc1cccs1)N1CCN(c2ccc(F)cc2)CC1	-13	16	-2	-3	13	-2.6
6	COc1cc(CN2CCC(n3nccc3NC(=O)c3ccccc3OC)CC2)ccc1F	-15	5	-9	4	0	-0.5
7	CC1CCN(CCC(=O)Nc2ccc(Br)cc2)CC1	-19	6	/	-1	20	0.3
8	Oc1ccccc1-c1cc(-c2ccc(Cl)cc2)n[nH]1	-10	-3	-14	-176	-166	0.5

no.	HIF-2a block	CaV13 FRET inh	NR2E3 ag-2	Granule exo inh	aDG glyco act
1	-20	-4	2	-2	0.0
2	-19	3	3	1	0.1
3	15	0	5	5	-0.2
4	8	-8	/	-1	-0.1
5	6	-5	4	-5	0.0
6	16	/	-2	0	-0.1
7	-32	-12	1	-2	-0.1
8	-152	-18	1	93*	-0.1

Fetched by structure from above:
no.	canonical_smiles	MITF TRPM1 inh	PDI turbidity	Vif imaging	Peg3 promoter	NR2E3 ag-1	hiPSC survival
6	COc1cc(CN2CCC(n3nccc3NC(=O)c3ccccc3OC)CC2)ccc1F	-15	5	-9	4	0	-0.5
1	O=C(NCc1ccco1)c1cc(-c2cccnc2)nc2ccc(Cl)cc12	-6	3	10	-4	-27	0.7
5	O=C(Cc1cccs1)N1CCN(c2ccc(F)cc2)CC1	-13	16	-2	-3	13	-2.6
2	CC(=O)Cc1nsc(NC(=O)c2ccc(F)cc2)n1	-15	2	-14	-6	6	-0.4
8	Oc1ccccc1-c1cc(-c2ccc(Cl)cc2)n[nH]1	-10	-3	-14	-176	-166	0.5
4	CCCCNC(=O)CNC(=O)c1nn(-c2ccc(OC)c(OC)c2)c(=O)c2ccccc12	/	-7	-1	10	-3	-0.3

no.	HIF-2a block	CaV13 FRET inh	NR2E3 ag-2	Granule exo inh	aDG glyco act
6	16	/	-2	0	-0.1
1	-20	-4	2	-2	0.0
5	6	-5	4	-5	0.0
2	-19	3	3	1	0.1
8	-152	-18	1	93*	-0.1
4	8	-8	/	-1	-0.1

(list continues)
no.	canonical_smiles	MITF TRPM1 inh	PDI turbidity	Vif imaging	Peg3 promoter	NR2E3 ag-1	hiPSC survival
9	CC(C)CCNC(=O)c1cc2c(=O)n3ccccc3nc2s1	-21	0	1	-120	-27	-0.1
10	CCCCC1(C2CCCC2)NC(=O)NC1=O (configuration not stated)	-5	18	-6	9	3	-2.1
11	CN1C/C(=C/c2ccncc2)C(=O)/C(=C/c2ccncc2)C1	8	-3	8	6	-10	-0.6
12	Cc1cccc(N(Cc2cc3cc(C)ccc3[nH]c2=O)C(=O)c2cccs2)c1	-9	16	-2	-7	-39	0.2
13	CCN(CC)S(=O)(=O)c1ccc(NC(=O)CN(c2ccc(OC)cc2OC)S(C)(=O)=O)cc1	-4	4	-10	1	-14	0.1
14	Cc1ccccc1NS(=O)(=O)c1cccc(-c2nnc(-c3ccccc3)o2)c1	5	-13	-6	23	-14	1.2
15	CC(=O)Nc1ccc(C(=O)N2CCCC(c3cc(C(=O)NCc4cccnc4)no3)C2)cc1 (configuration not stated)	/	11	-5	-1	-16	-1.4
16	O=C(CN1C(=O)c2ccccc2S1(=O)=O)Nc1ccc(S(=O)(=O)N2CCCCCC2)cc1	-1	3	5	0	-29	0.2

no.	HIF-2a block	CaV13 FRET inh	NR2E3 ag-2	Granule exo inh	aDG glyco act
9	-298	-4	0	-1	0.2
10	0	-11	/	3	-0.2
11	18	-5	3	-6	0.0
12	-4	-17	3	-5	0.2
13	18	-5	2	-4	0.1
14	6	-4	-5	0	0.2
15	6	-6	/	-4	0.1
16	5	-4	1	4	-0.3

Continued:
no.	canonical_smiles	MITF TRPM1 inh	PDI turbidity	Vif imaging	Peg3 promoter	NR2E3 ag-1	hiPSC survival
17	COc1ccc(S(=O)(=O)NNC(=O)Nc2ccc(F)cc2F)c(OC)c1	-15	-7	6	1	2	-0.5
18	O=C(Oc1ccc2c(-c3ccccc3)cc(=O)oc2c1)C1CCCCC1	9	8	8	-11	-17	-1.4
19	Cc1ccccc1OCCC(=O)OCC(=O)NC1CCS(=O)(=O)C1 (configuration not stated)	4	1	-10	-6	-12	-0.3
20	CCC(C)N1CC(C(=O)O)CC1=O (configuration not stated)	0	-1	-4	3	-15	-1.6
21	O=C(NNC1CC(=O)N(c2ccc(Cl)cc2)C1=O)c1ccco1 (configuration not stated)	-7	1	0	8	-6	0.1
22	Cc1ccccc1CN1C(=O)C(C)Sc2ccc(-c3ccco3)cc21 (configuration not stated)	/	-35	6	-3	-36	-1.7
23	COc1ccccc1N1CCN(C(CNS(=O)(=O)c2cc(F)ccc2F)c2cccnc2)CC1 (configuration not stated)	7	21	7	13	-7	0.1
24	CCCCN(C)Cc1c(C)[nH]c2ccc(OCC)cc2c1=O	/	11	/	3	-20	1.0

no.	HIF-2a block	CaV13 FRET inh	NR2E3 ag-2	Granule exo inh	aDG glyco act
17	8	/	3	6	0.4
18	-42	/	-1	-1	-0.3
19	10	-4	3	-1	-0.3
20	-16	/	1	-2	-0.1
21	-2	2	-1	-2	-0.1
22	9	-5	/	-32	-0.3
23	11	-46	3	1	-0.4
24	10	-8	9	1	0.0

Continuation:
no.	canonical_smiles	MITF TRPM1 inh	PDI turbidity	Vif imaging	Peg3 promoter	NR2E3 ag-1	hiPSC survival
25	C=CCSc1nnc2c(n1)OC(c1ccco1)Nc1ccccc1-2 (configuration not stated)	13	1	-1	-61	-19	4.5
26	COC(=O)c1sc(N2C(=O)C(O)=C(C(=O)c3ccc(C)o3)C2c2cccs2)nc1C (configuration not stated)	5	-5	3	-30	-10	-0.4
27	COc1ccc(C2(C)NC(=O)N(CC(=O)Nc3ccc4ccccc4c3)C2=O)cc1OC (configuration not stated)	25	6	-12	15	3	-0.3
28	C=CCOc1ccc(C(=O)Nc2ccc(OCC)cc2)cc1	-17	-3	-6	-61	-13	-1.5
29	O=C(O)c1cccc2c1/C(=N/Nc1ccc([N+](=O)[O-])cc1[N+](=O)[O-])c1ccccc1-2	/	-3	-12	14	-8	0.6
30	COc1ccc(Cn2nnnc2C(c2ccc(C)cc2)N2CCN(C3CCCC3)CC2)cc1 (configuration not stated)	-11	-5	/	10	-24	0.2
31	O=[N+]([O-])c1ccc2c(c1)C(N1CCOCC1)/C(=C/C1(O)CCCCC1)O2 (configuration not stated)	10	0	-1	17	-14	0.8
32	N=C(N)SCc1nc2ccccc2c(=O)n1-c1ccccc1	-19&-22	0&0	-1&-4	-89&-132	-27&-49	2.4&-0.5

no.	HIF-2a block	CaV13 FRET inh	NR2E3 ag-2	Granule exo inh	aDG glyco act
25	-66	-3	-2	-2	0.3
26	-30	/	8	-4	0.2
27	26	-6	/	-6	-0.1
28	-94	2	-4	4	0.3
29	19	/	0	6	0.1
30	12	-2	0	9	0.3
31	12	-11	1	1	-0.2
32	-142&-147	-3&-18	2&0	-2&-2	-0.1&-0.2

More results:
no.	canonical_smiles	MITF TRPM1 inh	PDI turbidity	Vif imaging	Peg3 promoter	NR2E3 ag-1	hiPSC survival
33	Cc1nnc(SCC(=O)NNC(=O)c2ccc(Br)cc2)n1C	-7	-5	-12	4	-10	0.5
34	CCCCC(C(=O)O)C(C)CC(=O)Nc1nncs1 (configuration not stated)	12	10	2	-9	-10	0.2
35	C=CCN1C(=O)[C@]2(c3ccccc31)C1CCCC=C1C(C#N)=C(N)C2(C#N)C#N (some centres not stated)	4	3	-4	5	-26	4.2
36	CCC(=O)N1CCc2cc(S(=O)(=O)CCC(=O)Nc3cccc(C)n3)ccc21	6	-6	-1	2	-15	1.7
37	CCC(C(=O)Nc1c2c(nn1C(C)(C)C)CS(=O)(=O)C2)c1ccccc1 (configuration not stated)	16	4	2	8	-4	-0.4
38	Cc1cc(C)c(OCC(=O)Nc2ccc(N3CCOCC3)cc2)c(Br)c1	2	-4	-10	6	9	0.0
39	CNc1c([N+](=O)[O-])cnn1-c1ccc(F)cc1	6	-4	8	-2	-11	-1.7
40	CC(CNc1ccccc1O)C(=O)O (configuration not stated)	6	2	-3	2	-5	0.2

no.	HIF-2a block	CaV13 FRET inh	NR2E3 ag-2	Granule exo inh	aDG glyco act
33	12	-5	2	-1	0.0
34	16	-2	0	-3	0.1
35	13	-8	1	1	0.2
36	0	-6	-3	2	-0.4
37	8	-10	1	5	0.1
38	-7	-6	-5	-3	0.0
39	12	-5	4	-1	0.2
40	12	-5	2	-6	0.4

(listing goes on)
no.	canonical_smiles	MITF TRPM1 inh	PDI turbidity	Vif imaging	Peg3 promoter	NR2E3 ag-1	hiPSC survival
41	O=C(CC1C(=O)NCCN1Cc1ccc(-c2ccccc2)cc1)NCCOc1cccnc1 (configuration not stated)	-4	0	/	1	-7	-1.9
42	COC(=O)c1c(NC(=O)CCNCc2ccco2)sc2c1CCC2	-1	4	-6	5	-18	-0.7
43	CCCCCCn1cc(CN2CC(N3CCN(Cc4cccc(C)c4)CC3)CS2(=O)=O)nn1 (configuration not stated)	/	/	/	/	13	-0.5
44	Cc1ccc(NC(=O)CSc2ncc(-c3ccccc3)n2C(=O)c2ccccc2)cc1	-9	0	-6	7	-1	1.1
45	CCC1CCCCN1CCCNC(=O)C1CCC(Cn2c(=O)[nH]c3ccccc3c2=O)CC1 (configuration not stated)	10	3	-5	6	-4	1.6
46	CC(C)=CCCC1(C)C=Cc2c(ccc3c2[nH]c2cc(O)c(C)cc23)O1 (configuration not stated)	11	/	-7	36	-36	-3.8
47	Cc1ncsc1CCSc1nc2ccccc2c(=O)n1C	10	-1	-6	21	-11	0.6
48	Cc1cc(NC(=O)CCN2C(=O)/C(=C\c3ccccc3Cl)SC2=S)no1	-8	3	5	24	10	3.5
49	CC(C)c1ccc(NC(=O)C(c2ccccc2)N2CCN(C=O)CC2)cc1 (configuration not stated)	-2	3	/	-51	-26	-1.4
50	CC1CCCC(NC(=O)CSc2nnc(-c3cccnc3)o2)C1C (configuration not stated)	/	4	17	2	20	-3.2

no.	HIF-2a block	CaV13 FRET inh	NR2E3 ag-2	Granule exo inh	aDG glyco act
41	9	-4	3	0	0.0
42	-3	-6	4	1	0.0
43	0	-6	/	8	0.2
44	-102	-4	1	10	4.4
45	4	-4	5	4	0.0
46	-78	/	0	33	0.1
47	-31	-8	0	-4	0.6
48	9	-4	-1	0	0.1
49	-31	-4	4	-1	-0.3
50	11	-5	/	1	0.3

Assay outcomes: PubChem BioAssay, several laboratories
